# Assay outcomes deposited in PubChem BioAssay by several laboratories.
# T cell modulator: T cell immune modulators affecting CD8 T cell-vesicle binding; hit rate 0.068% among 330,000; 2C CD8+ T cell-vesicle binding, flow cytometry; stronger effect = lower value; calls only at 7 µM; AID 2052;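 active = response, share of CD8 T cells binding vesicles, and their 90th percentile fluorescence all below set limits, cut at about 80% in these data, passing the limit was not always enough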
#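 Also added: QL9-peptide-loaded Drosophila micro-vesicles bearing Ld, ICAM-1 and B7-1; Test system: purified 2C TCR transgenic mouse naive CD8+ T cells; Measured by: cytometric PE anti-B7-1 and Alexa647 anti-CD8 signals after 1% paraformaldehyde fixation; Timing: binding step 1.5 h, 37 °C, antibody labelling 20 min, ice.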
# PhoP inhibition: inhibitors of PhoP regulon expression, primary screen, Salmonella Typhimurium, GFP reporter (AID 1863) | inhibition, % at 50 µM, or IC50 in µM where a hit was titrated | S. Typhimurium PhoP-regulated promoter GFP reporter, 4 h; higher % means a stronger effect | hit rate 0.16% among 300,000;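 active = inhibition over 29.93%, a cutoff 3 SD above the screen mean, later confirmed by dose response; inconclusive = inhibition over 29.93% but no dose response follow-up; inactive = inhibition at most 29.93% or unconfirmed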;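 also: 0% = low Mg2+ inducing control and 100% = high Mg2+ repressing control; strong numbers were not always called active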
# SV40 large T antigen: TAg ATPase/helicase activity blockers – biochemical (AID 1903); SV40 large T antigen ATPase/helicase inhibition assay; higher % means a stronger effect; inhibition, % at 20 µM, or IC50 in µM where a hit was titrated; hit rate 0.39% among 310,000; in the data active = a potency from the dose series; inconclusive = inhibition mostly from about 32% at the one dose, without a potency; inactive = the rest, 99 in 100 with inhibition below about 32%; also: strong numbers were not always called active
# West Nile virus CPE: inhibition of WNV-induced cytopathic effect – cell-based, CPE readout (AID 1621); West Nile virus-infected cells, CPE inhibition; higher % means a stronger effect; CPE inhibition, % at 10 µM; hits with a dose series show IC50 in µM; hit rate 0.02% among 290,000; in the data active = a potency from the dose series; inconclusive = CPE inhibition mostly from about 3.7% at the one dose, without a potency; inactive = the rest, 99 in 100 with CPE inhibition below about 2.2%; also: strong numbers were not always called active
# Rac1 GTP hydrolysis: MgcRacGAP GTPase-activating activity inhibitors, confirmation, biochemical, ADP Hunter fluorescence; MgcRacGAP-stimulated Rac1 GTP hydrolysis, ADP Hunter fluorescence; higher % means a stronger effect; GST-tagged Rac1 F28L mutant substrate; hit rate 0.6% among 340,000; one-dose inhibition, % at 30 µM; IC50 in µM for titrated hits; AID 624330;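 active = first-screen hits whose inhibition reached a set limit at any dose in the follow-up dose series; inconclusive = inhibition above the set first-screen limit but never retested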;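 also: fluorescence reports GDP produced by GAP-driven GTP hydrolysis; strong numbers were not always called active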
# Myeloid diff 2: compounds promoting myeloid differentiation. ER-HoxA9 myeloid progenitors, lysozyme-GFP differentiation, flow cytometry. calls only at 10 µM. hit rate 1% among 360,000. AID 624256;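 active = normalized GFP-positive differentiation at or above the plate's own cutoff, the solvent-only control mean plus 3 SD; inconclusive = no clear call, values can overlap the other calls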;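 also: cells exposed to compound for four days before flow analysis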
# b-catenin transl: beta-catenin nuclear translocation modulation; nuclear translocation activity, % at 5 µM; AID 1665; hit rate 0.3% among 190,000; HeLa beta-catenin nuclear translocation, immunofluorescence imaging;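 active = nuclear translocation activity above 50% at 5 µM, with a well cell count of 50 or more; inconclusive = wells under 50 cells across six images, flagged as toxic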;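 also: per-cell ratio of nuclear to cytoplasmic median beta-catenin stain intensity; plate controls were DMSO negative control for no effect and GSK-3 inhibitor IX positive control for full effect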
#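 System: Human HeLa cells, endogenous beta-catenin | Compound dosing: 5 µM primary, 0.02–20 µM confirmation | Timing: 24 h compound exposure at 37°C, 5% CO2 | Measured by: Fluorescence imaging of beta-catenin antibody stain plus DAPI | Read-out basis: % activation of per-cell nuclear versus cytoplasmic median beta-catenin signal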
# WT yeast gro inh: growth inhibition of WT yeast, mitochondrial fusion screen; mitochondrial fusion phenotypic screen, WT strain; AID 1362; inhibition, % at 10 µM; hit rate 2.1% among 190,000; in the data active = inhibition above about 58%; tested in S. cerevisiae
# RSV antiviral HEp-2: RSV antiviral activity via CPE protection, HEp-2 cells, primary 10 µM value included (AID 2391). hit rate 0.13% among 310,000. CPE inhibition, % at 10 µM; hits with a dose series show IC50 in µM. HEp-2 cells, RSV-induced CPE inhibition; higher % means a stronger effect; in the data active = a potency from the dose series; inconclusive = CPE inhibition mostly from about 23% at the one dose, without a potency; inactive = the rest, 99 in 100 with CPE inhibition below about 21%; also: strong numbers were not always called active
# WT yeast gro inh mutant strain: further read-out of WT yeast gro inh, marked with its call; inhibition, %; mitochondrial fusion phenotypic screen, mutant strain inhibition
# b-catenin transl cell count 5 µM: second read-out of b-catenin transl, no call of its own (marks repeat the call); cell count; measured here: cell count, cytotoxicity flag
# T cell modulator vesicle-bound %: further read-out of T cell modulator, marked with its call; double positive events, %; measured here: CD8+ vesicle-bound cell fraction;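 binding gate set so that unloaded-vesicle control wells show 10% double positive cells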
# Myeloid diff 2 GFP+ MAC1+ %: further read-out of Myeloid diff 2, marked with its call; GFP+ MAC1+ double positive, %; measured here: differentiation confirmed by MAC1 staining
# Active calls of the source: *; i = inactive; ? = inconclusive; . = no result given; + = active, no number.
# Values run as follows: T cell modulator	T cell modulator vesicle-bound %	PhoP inhibition	SV40 large T antigen	West Nile virus CPE	Rac1 GTP hydrolysis	Myeloid diff 2	Myeloid diff 2 GFP+ MAC1+ %	b-catenin transl	b-catenin transl cell count 5 µM	WT yeast gro inh	WT yeast gro inh mutant strain	RSV antiviral HEp-2
> COC(=O)c1cc2c(ccn2-c2ccc(F)cc2)n1Cc1cccc(OC)c1
  i	50	-19%	9%	-1.2%	4%	i	0.3	-2.6	1145	-22	11	5.4%
> c1ccc2c3c(cc(N4CCOCC4)c2c1)OC1(N2CCOCC2)CCCCC1O3 (stereo unspecified)
  .	.	12%	-2%	-0.4%	6%	i	6.9	-0.6	1230	16	8	1.2%
> FC(F)(F)c1nc2ccccc2n1CCNc1nc(CN2CCCCC2)cs1
  i	63	-4%	19%	-0.4%	2%	i	0.5	.	.	.	.	-0.9%
> Cc1ccc(N(Cc2ccco2)C(=O)c2cccc(S(=O)(=O)N(C)C)c2)cc1
  i	8	5%	0%	-0.3%	17%	i	0.4	2.4	831	-1	7	-0.8%
> S=C1NCN(Cc2ccco2)CN1CCc1ccccc1
  i	33	-4%	15%	-0.2%	-1%	i	0.4	-2.5	1160	.	.	.
> O=C(O)c1ccc2cc[nH]c2c1
  i	32	-10%	10%	0.1%	14%	i	0.5	-1.0	1134	30	3	1.1%
> COCc1c(C(=O)OC)nnn1-c1ccc(C(F)(F)F)cc1[N+](=O)[O-]
  i	48	3%	3%	0.0%	1%	.	.	-2.7	1134	0	7	1.0%
> Cc1nc(-c2ccc(C(=O)NCCO)cc2)cs1
  i	63	-7%	25%	-0.5%	8%	i	0.6	-1.1	988	7	2	2.9%
> COc1ccc(CNS(=O)(=O)c2ccc(-c3cc(C)no3)cc2)cc1
  i	36	-5%	15%	0.1%	-25%	i	0.8	.	.	.	.	13%
> COc1ccc(CC2C(=O)OC(C)(C)OC2=O)c(Cl)c1OC
  i	52	-2%	10%	0.0%	4%	.	.	.	.	.	.	0.5%
> Cc1cc(C)n(-c2nnc(C)n2NS(=O)(=O)c2ccc(F)cc2)n1
  i	14	0%	6%	-0.2%	4%	i	2.3	-3.1	1340	-16	-8	0.0%
> CSc1nsc(SCC(=O)Nc2ccc(C(C)=O)cc2)n1
  i	24	29%	-1%	0.0%	4%	i	9.6	.	.	16	1	1.9%
> O=C1NC(c2ccncc2)Nc2ccccc21 (stereo unspecified)
  i	45	-9%	-4%	0.5%	9%	i	0.5	-0.9	1150	-4	-9	2.0%
> C=CCn1c(SC2CCOC2=O)nc2sc(C)c(C)c2c1=O (stereo unspecified)
  i	13	1%	10%	0.2%	9%	i	1.6	.	.	-5	-5	1.4%
> Cc1cc(C(=O)NN=C2CCCCC2)c2ccccc2n1
  i	31	4%	9%	-0.6%	5%	i	0.5	-1.2	1070	-3	1	2.4%
> C=CCNC(=O)CSc1n[nH]c(-c2cc(Cl)ccc2OC)n1
  i	30	-2%	4%	0.2%	6%	i	0.3	-4.9	1029	-13	18	5.1%
> COC(=O)C1=C(C)N(CCCC(=O)O)C(=O)NC1c1cccc(Cl)c1Cl (stereo unspecified)
  i	21	0%	13%	0.1%	4%	i	1.0	.	.	.	.	0.8%
> O=C(c1cc2nc(-c3cccs3)cc(C(F)(F)F)n2n1)N1CCCc2ccccc21
  i	27	6%	-3%	-0.4%	5%	i	1.0	1.4	1416	25	-1	12%
> C/C(=N\Nc1ccccc1Cl)c1ccc(-n2ccnc2)cc1
  i	41	4%	4%	-0.6%	8%	+	4.2*	0.0	1608	35	38	?
> Cc1ccc(C(=O)NCCc2nnc3ccc(SCC(=O)Nc4ccccc4F)nn23)cc1
  i	8	-4%	7%	-0.1%	5%	i	1.1	.	.	.	.	7.8%

# Brought forward from above: 6 compounds, followed by the next part.
# Values run as follows: T cell modulator	T cell modulator vesicle-bound %	PhoP inhibition	SV40 large T antigen	West Nile virus CPE	Rac1 GTP hydrolysis	Myeloid diff 2	Myeloid diff 2 GFP+ MAC1+ %	b-catenin transl	b-catenin transl cell count 5 µM	WT yeast gro inh	WT yeast gro inh mutant strain	RSV antiviral HEp-2
> Cc1cc(C(=O)NN=C2CCCCC2)c2ccccc2n1
  i	31	4%	9%	-0.6%	5%	i	0.5	-1.2	1070	-3	1	2.4%
> C=CCNC(=O)CSc1n[nH]c(-c2cc(Cl)ccc2OC)n1
  i	30	-2%	4%	0.2%	6%	i	0.3	-4.9	1029	-13	18	5.1%
> COC(=O)C1=C(C)N(CCCC(=O)O)C(=O)NC1c1cccc(Cl)c1Cl (stereo unspecified)
  i	21	0%	13%	0.1%	4%	i	1.0	.	.	.	.	0.8%
> O=C(c1cc2nc(-c3cccs3)cc(C(F)(F)F)n2n1)N1CCCc2ccccc21
  i	27	6%	-3%	-0.4%	5%	i	1.0	1.4	1416	25	-1	12%
> C/C(=N\Nc1ccccc1Cl)c1ccc(-n2ccnc2)cc1
  i	41	4%	4%	-0.6%	8%	+	4.2*	0.0	1608	35	38	?
> Cc1ccc(C(=O)NCCc2nnc3ccc(SCC(=O)Nc4ccccc4F)nn23)cc1
  i	8	-4%	7%	-0.1%	5%	i	1.1	.	.	.	.	7.8%
> CCN(CC)c1nc(N2CCN(CCO)CC2)nc2ccccc12
  i	.	11%	4%	-0.7%	19%	i	0.9	.	.	.	.	-1.9%
> CCOc1ccc(NC(=S)N(Cc2ccc(N(C)C)cc2)Cc2ccco2)cc1
  i	42	-5%	6%	2.1%	2%	?	.	.	.	59*	17*	.
> CC(C)c1ccc(NC(=O)CCS(=O)(=O)c2cccc3nonc23)cc1
  i	41	4%	4%	-0.8%	-2%	i	3.0	.	.	.	.	1.9%
> Nc1nonc1C(=O)NCCNC(=O)c1ccc(Cl)c(Cl)c1
  i	9	-2%	11%	-0.1%	7%	i	0.3	.	.	.	.	1.0%
> Cc1ccc(S(=O)(=O)c2c[nH]c3ccc(C)cc3c2=O)cc1
  i	13	-1%	5%	-0.3%	.	i	0.6	.	.	.	.	0.9%
> Cc1ccc(NC(=S)NC2CCN(Cc3ccccc3)CC2)cc1
  i	50	8%	3%	0.1%	7%	i	1.0	.	.	4	13	0.1%
> Cc1ccccc1N(C(=O)c1snc(C(N)=O)c1N)C(C(=O)NC1CCCCC1)c1ccc(O)cc1 (stereo unspecified)
  i	46	5%	4%	1.3%	8%	i	3.8	.	.	.	.	22%
> COC(=O)C(CC(=O)c1cccc(OC)c1)c1ccc(F)cc1 (stereo unspecified)
  i	58	0%	13%	-0.8%	5%	i	0.3	1.4	1131	-3	8	1.0%
> Cc1ccc(Cn2c(C(C)Nc3nc(C)cs3)nc3cc(Cl)c(Cl)cc32)cc1 (stereo unspecified)
  i	34	-9%	8%	-0.8%	.	.	.	.	.	.	.	0.4%
> COc1ccc(C2=NCCn3nc4cc(C(F)(F)F)ccc4c32)cc1
  i	20	0%	21%	.	5%	i	1.2	.	.	.	.	-0.5%
> COc1ccc(N2CCN(C(=O)CNC(=O)c3cccs3)CC2)cc1
  i	19	8%	26%	-0.1%	25%	i	1.3	.	.	.	.	1.5%
> CCCCNC(=O)c1onc(CSc2cccc(C)c2)c1C(=O)O
  .	.	-12%	7%	-0.2%	7%	i	1.3	0.4	1454	-12	0	1.7%
> Cc1c(N)ccc(-n2nc3ccccc3n2)c1C
  i	27	.	9%	.	.	i	0.7	.	.	.	.	-0.4%
> NC(=O)c1ccc(Nc2nnc(-c3ccc(O)cc3)c3ccccc23)cc1
  i	61	4%	27%	0.5%	17%	i	0.3	2.8	1041	-17	-9	-1.3%
> CCOC(=O)c1c(N)sc(C(=O)OC)c1C
  i	53	8%	8%	0.8%	13%	i	0.4	0.2	1327	4	-11	2.6%
> COc1ccc(CNC(=O)CCCN2C(=O)NC3(CCCC3)C2=O)cc1
  i	17	.	.	.	4%	i	0.6	.	.	.	.	1.8%
> CCN1C(=O)c2ccccc2S(=O)(=O)c2ccc(C(=O)N3CCOCC3)cc21
  i	39	2%	15%	-0.1%	-2%	i	5.4	.	.	5	-11	1.6%
> Cc1coc2c(C)c3oc(=O)c(CCC(=O)N(C)CC(=O)O)c(C)c3cc12
  i	57	10%	8%	0.0%	9%	i	1.1	.	.	.	.	0.5%
> CN1CCN(NC(=O)CN2C(=O)/C(=C/c3c(Cl)cccc3Cl)SC2=S)CC1
  i	33	18%	11%	0.6%	2%	i	1.4	.	.	16	12	1.2%
> CC(C)C(=O)Nc1cc(C(F)(F)F)ccc1N1CCOCC1
  i	8	5%	-1%	-0.1%	3%	i	1.9	0.2	1058	-17	-8	0.6%
> COC(=O)CCC(=O)Nc1ccc(S(=O)(=O)Nc2cc(OC)nc(OC)n2)cc1
  i	17	13%	-8%	-0.4%	9%	i	0.4	.	.	.	.	-0.7%
> CC(C)(C)c1ccc(C(=O)NCCc2ccccc2)cc1
  i	64	4%	7%	-0.5%	-7%	i	0.4	.	.	.	.	4.2%
> COc1ccc(NC(=O)c2ccc3nc[nH]c3c2)cc1
  i	47	5%	8%	0.3%	4%	i	0.4	.	.	.	.	2.1%
> CCOc1ccc(NC(=O)c2ccc(S(=O)(=O)N3CCOCC3)cc2)cc1
  i	12	9%	-2%	-0.5%	2%	i	0.6	.	.	.	.	0.3%

# Part of the list above, showing only SV40 large T antigen, WT yeast gro inh mutant strain and Myeloid diff 2 GFP+ MAC1+ %:
smiles	SV40 large T antigen	WT yeast gro inh mutant strain	Myeloid diff 2 GFP+ MAC1+ %
CC(C)(C)c1ccc(C(=O)NCCc2ccccc2)cc1	7%	.	0.4
COc1ccc(NC(=O)c2ccc3nc[nH]c3c2)cc1	8%	.	0.4

# Compounds were not picked by outcome; about 3.6% have a hit in one of these screens.
